# LANA DNA inh: inhibitors of KSHV C-LANA binding to DNA, primary screen, biochemical, fluorescence polarization, FAM-LBS DNA, MBP-C-LANA, single point | inhibition, % at 9 µM | 340,000 tested, 0.078% active;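 active means highest replicate inhibition at or above 60% at 9 µM, even if other replicates fall short; inactive means all replicates below 60% inhibition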;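 further: 0% = neutral control wells and 100% = 4 µM acridine orange control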
# DAGLB inh: DAGLB lipase inhibitors, primary screen, biochemical, fluorescence, HTS; Diacylglycerol lipase-beta (Homo sapiens), Q8NCG7; HEK293T DAGLB membrane lysate, EnzChek fluorogenic substrate; inhibition, % at 5.17 µM; 340,000 tested, 0.059% active; AID 504411, 2011; in the data active means inhibition above about 34%;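 further: 0% = enzyme with vehicle and 100% = wells lacking enzyme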
# Target sequence (Q8NCG7 whole entry, looked up): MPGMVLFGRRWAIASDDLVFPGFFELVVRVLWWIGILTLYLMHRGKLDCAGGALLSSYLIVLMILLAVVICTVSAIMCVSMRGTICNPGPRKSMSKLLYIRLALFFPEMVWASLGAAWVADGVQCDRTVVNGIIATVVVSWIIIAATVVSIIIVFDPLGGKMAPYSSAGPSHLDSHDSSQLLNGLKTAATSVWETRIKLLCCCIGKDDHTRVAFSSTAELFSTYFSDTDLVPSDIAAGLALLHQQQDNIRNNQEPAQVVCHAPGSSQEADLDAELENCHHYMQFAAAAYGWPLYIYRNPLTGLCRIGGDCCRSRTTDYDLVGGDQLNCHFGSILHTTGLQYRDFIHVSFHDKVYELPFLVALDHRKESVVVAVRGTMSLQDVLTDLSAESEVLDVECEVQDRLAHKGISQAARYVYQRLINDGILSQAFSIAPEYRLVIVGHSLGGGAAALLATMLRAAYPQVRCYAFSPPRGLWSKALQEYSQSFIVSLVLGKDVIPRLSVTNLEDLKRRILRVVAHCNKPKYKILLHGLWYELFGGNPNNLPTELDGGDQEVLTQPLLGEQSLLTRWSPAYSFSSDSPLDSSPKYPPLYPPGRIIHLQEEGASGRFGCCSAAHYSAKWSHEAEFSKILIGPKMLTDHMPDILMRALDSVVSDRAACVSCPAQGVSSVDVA
# Rtt109 HAT inh: inhibitors of C. albicans Rtt109/Vps75 HAT, primary screen, biochemical, ThioGlo CoA-SH fluorescence, plate reader; Histone acetyltransferase RTT109 (Candida albicans (strain SC5314 / ATCC MYA-2876)), …; 330,000 tested, 0.16% active; purified Rtt109/Vps75, 4 h; inhibition, % at 34.9 µM; AID 540336, 2011;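 active means inhibition of at least 50% in every replicate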
# Keap1 Nrf2 FP: Keap1-Nrf2 protein-protein interaction inhibitors, primary screen, biochemical, fluorescence polarization, single point | Kelch-like ECH-associated protein 1 (Homo sapiens), Q14145 | Keap1 Kelch-Nrf2 peptide fluorescence polarization, 1536-well | inhibition, % at 9.4 µM | 340,000 tested, 0.15% active; in the data active means inhibition above about 12%;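 further: human Keap1 Kelch domain with fluorescein labeled Nrf2 9mer peptide probe; 0% = neutral control wells and 100% = peptide positive control; higher means more block of Keap1 binding to Nrf2 peptide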
# cardiac RTF act: cardiac RTF calcium sensitivity activators, primary screen, biochemical, IANBD-TnC fluorescence, EC20 calcium | activation, % at 7.2 µM | AID 493008, 2010 | 340,000 tested, 0.24% active | Troponin I, cardiac muscle (Homo sapiens) + Troponin T, cardiac muscle (Homo sapiens) + … | IANBD-labeled TnC RTF fluorescence at EC20 calcium; 0% EC20 calcium, 100% full calcium;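 active means activation above the mean over all tested compounds plus 3 SD, cut at about 30% in these data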;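 further: rise in fluorescence read as greater calcium sensitivity of cardiac thin filaments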
# RTF Ca sens inh: cardiac RTF calcium sensitivity inhibitors, primary screen, biochemical, IANBD-TnC fluorescence, EC70 calcium; 340,000 tested, 0.12% active; IANBD-labeled cardiac RTF, Ca2+ fluorescence; inhibition, % at 7.15 µM; Troponin I, cardiac muscle (Homo sapiens) + Troponin T, cardiac muscle (Homo sapiens) + …;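 active means inhibition above the mean inhibition of all tested compounds plus 3 SD, cut at about 17% in these data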;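 further: assay run at fixed EC70 calcium of 1.6 mM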
# SR-BI uptake up: activators of SR-BI mediated DiI-HDL uptake, primary screen, ldlA[mSR-BI] CHO cells, DiI fluorescence | 3 h; 100 = double the neutral-control signal | activation, % at 12.5 µM | 320,000 tested, 0.096% active;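 active means mean replicate activation of at least 60% and every replicate at or above 60%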;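 further: 0% = median plate neutral-control signal and 100% = twice that signal; values of inactives mirror those of a sister screen read the other way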
#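 Assay system: CHO ldlA[mSR-BI] cells, LDL receptor-null, SR-BI overexpressing; medium: Ham's F12 with 0.5% BSA, HEPES 25 mM, pH 7.4; also added: DiI-HDL 10 µg/mL; timing: 3 h uptake period with compound, 37 °C; signal: DiI fluorescence, bottom read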
# CAL PDZ FP-1: CAL PDZ peptide-binding inhibitors, primary screen, biochemical, fluorescence polarization, Cer-tagged CAL PDZ, HTS | inhibition, % at 20 µM | 330,000 tested, 0.02% active | AID 504414, 2011 | purified CAL PDZ, TMR-peptide fluorescence polarization, 1 h | Golgi-associated PDZ and coiled-coil motif-containing protein (Homo sapiens), Q9HD26;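 active means highest replicate inhibition of at least 40%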;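 further: plate controls were DMSO neutral control wells for no effect and unlabeled competitor peptide control wells for full effect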
#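 Test system: purified CerCALP PDZ construct; Compound dosing: one concentration, 20 µM compound; Also added: TMR-labelled reporter peptide T*-PRC34 bound in PDZ groove; Read-out: inhibition from polarization loss; Controls: unlabelled peptide and DMSO controls; Signal: FP readout, S and P plane fluorescence; Incubation: 1 h at RT.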
# PKA-R2B activ: activators of PKA-R2B holoenzyme, primary screen, biochemical, fluorescence polarization, Cy5-IP20, human. 340,000 tested, 0.079% active. cAMP-dependent protein kinase catalytic subunit beta (Homo sapiens) + cAMP-dependent …. PKA-R2B holoenzyme dissociation; R2B truncated from residue 108, S112A mutant; 0% DMSO only, 100% 113 µM cGMP. activation, % at 11.4 µM;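 active means activation above a cutoff set at the mean over all compounds plus 3 SD, cut at about 18% in these data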;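 further: higher means more holoenzyme dissociation and a rise in polarization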
# Target sequence (P31323 whole entry, looked up, other chains not shown, the tested form may be a part): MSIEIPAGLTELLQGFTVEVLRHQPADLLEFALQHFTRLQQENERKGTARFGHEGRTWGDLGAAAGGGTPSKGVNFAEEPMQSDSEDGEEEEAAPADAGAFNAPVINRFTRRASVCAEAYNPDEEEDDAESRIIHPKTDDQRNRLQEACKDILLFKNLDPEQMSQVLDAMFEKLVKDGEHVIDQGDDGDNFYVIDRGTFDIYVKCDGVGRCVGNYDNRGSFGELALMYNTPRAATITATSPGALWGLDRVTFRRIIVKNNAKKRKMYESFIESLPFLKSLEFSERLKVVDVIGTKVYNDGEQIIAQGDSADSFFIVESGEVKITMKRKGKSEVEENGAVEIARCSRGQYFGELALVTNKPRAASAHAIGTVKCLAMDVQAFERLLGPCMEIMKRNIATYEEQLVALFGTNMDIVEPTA
# CAL PDZ FP-2: untagged CAL PDZ binding inhibitors, primary screen, biochemical, fluorescence polarization, HTS; AID 602252, 2012; inhibition, % at 24.9 µM; purified CAL PDZ, TMR-peptide fluorescence polarization, 1 h; 300,000 tested, 0.92% active;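 active means mean inhibition of at least 30% with at least half of replicates also reaching 30%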;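 further: 0% = DMSO neutral control and 100% = excess unlabeled competitor peptide PRC23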
# Numbers without * were called inactive; · = no result given. Hits appear at their usual frequency (roughly 1.6% active in at least one column).
LANA DNA inh	DAGLB inh	smiles	Rtt109 HAT inh	Keap1 Nrf2 FP	cardiac RTF act	RTF Ca sens inh	SR-BI uptake up	CAL PDZ FP-1	PKA-R2B activ	CAL PDZ FP-2
1.5	1	Cc1ccc(S(=O)(=O)/N=C(/Nc2c(C)n(C)n(-c3ccccc3)c2=O)c2ccccc2)cc1	0	0	-2	-15	13	-0.6	-1	·
-0.1	8	O=S(=O)(Nc1nc2c(s1)CCCC2)c1ccc(Br)cc1	1	3	0	-7	-13	-1.5	0	-3
0.1	-1	CSc1nccc(Oc2cccc(C#N)c2)n1	-5	-2	5	0	8	-2.4	-1	-5
-0.3	3	O=C(COC(=O)C1CC1)Nc1ccc2[nH]c(=O)[nH]c2c1	8	-4	3	-6	·	-0.6	-9	1
-0.4	-7	FC(F)(F)c1cc(CCN2C(=S)NC[C@@H]2Cc2ccccc2)cc(C(F)(F)F)c1	0	-2	-5	8	-6	-0.8	-6	1
-0.7	-2	COc1ccccc1C(=O)NCC(=O)OCC(=O)Nc1cccc(S(=O)(=O)N2CCCCCC2)c1	·	0	0	6	14	-1.0	-3	-3
-2.6	-1	Nc1c2c(nc3ccccc13)N(C1CCCCC1)CC2	-4	2	-4	-14	5	-2.5	-4	-1
0.1	-2	COC(=O)C1=C(C)NC2=C(C(=O)CC(C)(C)C2)C1c1cnn(C)c1C (centres undefined)	0	-1	-1	-9	10	-0.5	8	3
-0.7	-8	CCOc1ccc(OCC)c(NC(=O)C2CCCN(c3nc(C)cc(C)n3)C2)c1 (centres undefined)	-8	-4	1	0	-44	·	-1	0
-1.1	-2	Cc1cc(C)cc(NC(=O)Nc2ccc3c(c2)N(C)C(=O)CS3)c1	-1	-1	8	-2	-50	1.0	2	-5
-1.8	-1	Cc1cc(C(=O)N/N=C2/CC(C)CC(C)(C)C2)c(C)o1 (centres undefined)	-5	-4	4	2	18	·	-5	0
9.6	-1	CCC(C)n1c(=N)c(C#N)cc2c(=O)n3ccccc3nc21 (centres undefined)	-36	-20	6	-11	10	·	1	·
0.0	-14	COc1ccc(C2CC(c3cccs3)=Nc3ccccc3S2)cc1 (centres undefined)	17	-4	0	-1	-14	-2.5	-2	-4
0.9	0	Cn1c(CNC(=O)c2ccc3c(c2)OCO3)nnc1SCC(=O)Nc1ccccc1F	-10	-6	-2	-8	·	-1.8	3	1
5.2	-1	Cc1cc([N+](=O)[O-])nn1CC(=O)Nc1ccc(F)cc1	-4	-8	5	-4	5	-0.4	6	-5
0.2	0	COc1ccc(CC(=O)Nc2nnc(C(C)C)s2)cc1OC	0	3	-2	12	14	0.1	-5	-1
-4.6	0	N#Cc1ccccc1OCC(O)CS(=O)(=O)c1ccccc1 (centres undefined)	1	-6	-3	4	0	-0.5	-2	·
-0.8	-4	Cc1ccc(NC(=O)Cc2ccc(-c3ccccc3)cc2)nc1	4	-1	-1	3	-1	-0.5	5	-2
-4.2	1	COc1ccc(CN(C)CC2CCCN(CCc3ccc(F)cc3)C2)cc1OC (centres undefined)	-1	-5	-1	-6	-54	-0.6	-4	9
1.0	-1	Cc1ccc(C)c(NC(=O)COC(=O)CCCN=C2NS(=O)(=O)c3ccccc32)c1	-2	-4	0	-1	23	-1.7	2	-2
0.3	3	COc1ccc(F)cc1S(=O)(=O)Nc1ccc2c(c1)OCO2	-2	-2	-6	-2	-2	-0.6	-3	-4
-0.2	-1	CCC(=O)N(c1nnc(SCC(=O)NN2C(=O)NC3(CCCCC3)C2=O)s1)C1CC1	0	1	-3	-1	6	-0.9	5	-5
-2.1	-3	O=C(CCn1c(=O)oc2ccccc21)n1c(=O)oc2ccccc21	-2	-4	-1	-1	-2	-0.2	-4	1
-0.1	0	Cc1cc(C)n(-c2ccc(NC(=O)C3CCCCN3C(=O)c3ccoc3)cc2)n1 (centres undefined)	-1	2	8	-6	-13	-2.0	10	-3
-1.8	2	O=C(CC1NCCN(Cc2ccccc2)C1=O)Nc1ccc(Cl)cc1 (centres undefined)	-1	-2	9	-5	8	0.5	-4	1
-0.6	0	Cc1cccc(Nc2nc(N)nc(CN3CCN(c4ccccc4F)CC3)n2)c1	1	-3	-5	-8	25	-1.6	3	4
-1.2	1	COc1ccccc1N1CCN(CCCN2C(=O)C3CCCCN3C2=O)CC1 (centres undefined)	-3	-3	-1	-3	-12	-2.4	6	1
-0.6	-2	CN(C(=O)c1cccc(NC(=O)Cc2ccc([N+](=O)[O-])cc2)c1)C1CC1	1	-7	2	-3	-3	0.1	-3	-1
-0.6	1	O=C1CC(C(=O)NC2CCCCC2)C2(CCCCC2)O1 (centres undefined)	-14	-4	2	-8	18	-1.4	13	·
0.3	1	Cc1ccc(N(CC(=O)N/N=C/c2ccco2)S(=O)(=O)c2ccccc2)cc1	-3	-4	5	-3	-7	-1.0	-8	-2

# Some of these compounds in order of length of the SMILES, rising.
LANA DNA inh	DAGLB inh	smiles	Rtt109 HAT inh	Keap1 Nrf2 FP	cardiac RTF act	RTF Ca sens inh	SR-BI uptake up	CAL PDZ FP-1	PKA-R2B activ	CAL PDZ FP-2
0.2	0	COc1ccc(CC(=O)Nc2nnc(C(C)C)s2)cc1OC	0	3	-2	12	14	0.1	-5	-1
-0.1	8	O=S(=O)(Nc1nc2c(s1)CCCC2)c1ccc(Br)cc1	1	3	0	-7	-13	-1.5	0	-3
-0.6	0	Cc1cccc(Nc2nc(N)nc(CN3CCN(c4ccccc4F)CC3)n2)c1	1	-3	-5	-8	25	-1.6	3	4

# Further records.
LANA DNA inh	DAGLB inh	smiles	Rtt109 HAT inh	Keap1 Nrf2 FP	cardiac RTF act	RTF Ca sens inh	SR-BI uptake up	CAL PDZ FP-1	PKA-R2B activ	CAL PDZ FP-2
-1.0	0	Cc1ccccc1-c1nc(CN2CCC(C(=O)N3CCC(C(N)=O)CC3)CC2)c(C)o1	10	-5	-2	-5	7	0.1	-1	·
-2.2	0	NC(=O)COc1cccc2cccnc12	-8	2	1	-4	14	-1.2	5	-10
1.5	2	O=C(Nc1cccs1)Nc1ccc(F)cc1F	-5	1	0	-11	-18	-1.0	2	-5
-0.2	-2	Cc1ccc(OC(C)C(=O)Nc2ccccc2C(=O)N2CCN(C)CC2)cc1 (centres undefined)	-4	-5	7	1	14	-2.5	2	10
0.3	3	CC1CCN(C(=O)/C(=C\c2ccco2)NC(=O)c2ccccc2)CC1	5	-6	-2	-12	·	-0.4	-4	·
0.0	-2	COc1ccc(CNC(=O)c2noc(C(C)C)c2[N+](=O)[O-])cc1	1	0	-2	6	24	-0.1	-10	-1
-0.6	1	CCn1cc(CN(C)S(=O)(=O)c2ccc3ccccc3c2)c(C)n1	-2	-1	3	-2	-23	1.2	-3	-2
-1.2	1	COc1ccc(N2CCN(C(=O)CN(c3ccccc3)S(C)(=O)=O)CC2)cc1	7	-5	4	-5	-12	-0.8	-11	-4
-0.4	-4	O=C(NC1CCS(=O)(=O)C1)c1ccc(S(=O)(=O)N2CCCCC2)cc1 (centres undefined)	6	0	4	-1	·	-3.1	7	-2
-0.5	-4	Cc1ccc(Sc2cc(C(F)(F)F)nc(N(C)C)n2)cc1	-3	4	-2	-7	14	0.0	-7	0
6.7	1	O=C(Nc1ccccc1C(=O)N1CCCC1)c1cccc(S(=O)(=O)N2CCCCC2)c1	4	7	-4	-26	-21	-0.3	-5	-2
-0.8	-3	COCCn1c(SCC(=O)Nc2cccc(F)c2)nc2c(c1=O)SCC2	4	-4	-2	-7	·	-0.3	1	·
-1.6	-2	S=c1[nH]nc(C2CCCCC2)o1	-7	-3	-2	-3	-14	0.0	-12	1
-0.2	-3	CCCCCC1=CCC/C1=N\NC(=O)c1ccc2c(c1)OCO2	7	1	7	-2	·	0.3	-4	2
1.9	1	CCSC1=N/C(=C\c2ccc(C(=O)O)cc2)C(=O)S1	-4	3	1	-24	11	-0.2	-9	-5
1.7	0	COc1cc(OC)cc(C(=O)N[C@H](C(=O)OCC(=O)Nc2sccc2C#N)C(C)C)c1	-6	-7	2	-16	-30	-1.9	0	-2
-0.8	-4	CC(C)[C@H](NC(=O)c1cccc(S(=O)(=O)N2CCCC2)c1)c1nc2ccccc2[nH]1	-1	-1	-1	-5	9	-0.6	-8	-1
-1.3	2	CCN(CC(=O)Nc1c(F)cccc1F)C(=O)CCCc1c[nH]c2ccccc12	-4	1	-2	4	-17	-0.2	1	-4
0.3	-1	Cn1c(=O)c2c(nc(N3CCOCC3)n2Cc2c(F)cccc2Cl)n(C)c1=O	-5	-1	-3	-3	8	-3.1	-5	-2
0.4	-1	CCN1CCC(NC(=O)c2cc(OC)c(OC)cc2OC)CC1	-1	-5	-5	-10	35	-2.2	-2	0
-0.7	0	COc1cccc(C(=O)NCCC(=O)NCc2cc(=O)n(C)c(=O)n2C)c1	-18	1	1	1	7	-0.1	-4	·
-1.1	-1	Cc1ccc(-n2c(-c3ccccc3)nnc2-c2cccs2)cc1	8	-3	1	-2	23	-1.9	2	2
-0.7	-4	Cc1cccc(N2C(=O)CN(Cc3cccs3)C2=S)c1	0	-4	11	-8	-1	0.0	-4	-1
-0.4	0	Cc1cc2c(cc1C)N(C(=O)CCl)CCN2C(=O)CCl	-13	-11	6	-5	28	0.4	2	-6
-0.7	2	c1ccc2c(c1)c1ccccc1n1c(-c3ccc4c(c3)OCO4)nnc21	1	-3	-2	-11	-37	-2.6	1	-2
-3.6	-5	CCOc1ccccc1C(=O)Nc1nccs1	2	-3	-3	-6	-6	-0.9	1	-1
0.3	1	CC(C)(C)NC(=O)CSc1nc2ccccc2c(=O)[nH]1	-3	-8	10	10	-3	0.8	-6	-5
-0.4	-1	CCN1/C(=C(\O)c2ccccc2)C(=O)c2ccccc2S1(=O)=O	0	-4	2	-8	17	-5.0	-5	11
-1.4	-3	COc1ccc(N(Cc2ccco2)C(=O)c2ccccc2F)cc1OC	0	3	-6	2	8	-0.3	-7	-1
-0.2	1	O=C(Nc1ccc(O)cc1C(=O)O)c1cccs1	-6	-4	-4	-7	1	0.0	0	-4
0.1	-2	O=C(CCNC(=O)c1ccccc1)Nc1ccc(F)c(Cl)c1	2	-4	-3	-10	-8	-0.9	-9	-2

# Compound activity (PubChem)
